Screens from PubChem.
Pf Dd2 growth – P. falciparum Dd2 growth inhibition; activity change, % at 10 µM; SYBR Green, 72 h; stronger effect = lower value; 2.3% of 94,000 active; in the data active = activity change below about -80%; inconclusive = no clear call, values can overlap the other calls
C diff HTS – blocks growth of Clostridium difficile. Clostridium difficile clinical isolate growth, OD600, 24 h; stronger effect = lower value. growth activity, negative = inhibition, % at 16 µg/mL (by protocol). 0.25% of 86,000 active. AID 1259249;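 active = mean growth activity at or below -80% and every replicate also at or below -80%; inconclusive = mean at or below -80% but some replicate above -80%; inactive = mean growth activity above -80%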;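 also: 0% = DMSO wells and -100% = levofloxacin 16 µg/mL wells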
T cruzi growth – blocks T. cruzi growth in NIH3T3 culture; T. cruzi beta-gal in NIH3T3, GalScreen luminescence, 90 h; inhibition, % at 8.34 µM; 5.9% of 77,000 active;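 active = mean inhibition above about 93%, with at least 55% of replicates each passing it, limit read from the data, passing the limit was not always enough; inconclusive = only one of those two conditions holds; inactive = neither condition holds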
KDM4C inh – blocks human GASC-1 (KDM4C) demethylase activity; Q9H3R0; GST-KDM4C 2-372, H3K9me3 peptide, LANCE TR-FRET; inhibition, % at 12.5 µM; 0.15% of 96,000 active;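 active = mean replicate inhibition above about 25%, with at least 55% of replicates also reaching it, limit read from the data, passing the limit was not always enough; inconclusive = only one of those two conditions met; inactive = neither condition met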
Target sequence (Q9H3R0 2-372 limits assumed): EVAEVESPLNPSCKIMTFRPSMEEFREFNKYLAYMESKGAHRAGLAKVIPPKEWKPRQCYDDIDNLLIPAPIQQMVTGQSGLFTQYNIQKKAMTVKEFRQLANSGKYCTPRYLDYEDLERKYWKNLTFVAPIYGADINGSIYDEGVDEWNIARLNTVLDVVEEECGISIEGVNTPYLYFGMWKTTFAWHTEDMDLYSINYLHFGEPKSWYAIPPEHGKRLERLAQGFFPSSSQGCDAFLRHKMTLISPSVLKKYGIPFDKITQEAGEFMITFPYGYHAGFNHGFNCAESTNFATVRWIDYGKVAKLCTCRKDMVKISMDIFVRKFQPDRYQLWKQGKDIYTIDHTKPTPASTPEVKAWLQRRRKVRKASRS
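Compound: one test concentration per compound; Material: GST-GASC-1 enzyme fragment 2-372; Amount: GASC-1 enzyme at 10 nM final in reaction; Also added: H3K9me3 peptide substrate, Fe(II), 2-oxoglutarate; Technique: LANCE TR-FRET; Times: 30 min demethylation and 1 h detection at room temperature.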
Active calls of the source: *; ? = inconclusive; . = no result given; & = joins results of further samples. Compounds as they come. About 7.2% of those tested had a hit in this group.

Abbreviations – A = Pf Dd2 growth; B = C diff HTS; C = T cruzi growth; D = KDM4C inh
1	C[C@@H]1CN([C@@H](C)CO)C(=O)c2cc(C3=CCCC3)cnc2O[C@@H]1CN(C)C(=O)NC1CCCC1
  A: 13 | B: 4 | C: 64 | D: 0.6

2	COc1ccc(-c2cn(CC[C@@H]3CC[C@H](NC(=O)NC(C)C)[C@H](CO)O3)nn2)cc1
  A: 19 | B: -1 | C: -2 | D: 0.3

3	Cc1ccc(S(=O)(=O)N[C@@H]2CC[C@H](CCn3cc(C(C)C)nn3)O[C@@H]2CO)cc1
  A: -44 | B: -2 | C: 48 | D: -1.0

4	C[C@H]1CN([C@@H](C)CO)C(=O)c2cc(NC(=O)CCN3CCOCC3)ccc2O[C@@H]1CN(C)C
  A: -4 | B: 0 | C: . | D: 0.8

5	CO[C@@H]1CN(C)C(=O)c2cc(NC(=O)c3cnccn3)ccc2OC[C@H](C)N(C(C)=O)C[C@H]1C
  A: 21 | B: . | C: . | D: 0.4

6	C[C@H]1CN([C@@H](C)CO)C(=O)Cc2cc(NC(=O)C3CC3)ccc2O[C@@H]1CN(C)Cc1ccncc1
  A: 19 | B: 0 | C: -35 | D: -3.2

7	C[C@@H]1CN([C@H](C)CO)C(=O)Cc2cc(NC(=O)Nc3cccc4ccccc34)ccc2O[C@@H]1CN(C)CC1CC1
  A: -72 | B: -1 | C: 49 | D: -0.8

8	C[C@@H]1CN([C@H](C)CO)C(=O)c2c(c3ccccc3n2C)-c2ccccc2CO[C@H]1CN(C)Cc1ccc2c(c1)OCO2
  A: -37 | B: -4 | C: . | D: -2.0

9	C[C@H](NC(=O)C[C@@H]1CC[C@@H]2[C@@H](COc3ccc(NC(=O)C4CCOCC4)cc3C(=O)N2C)O1)c1ccccc1
  A: 12 | B: -4 | C: 13 | D: -3.9

10	C[C@@H]1CN([C@@H](C)CO)C(=O)c2cc(C3=CCCCC3)cnc2O[C@H]1CN(C)CC1CCOCC1
  A: 15 | B: 25 | C: -301 | D: -1.0

11	COc1ccc(CN(C)C[C@@H]2OCCCC[C@H](C)Oc3ccc(NS(=O)(=O)c4ccc(C)cc4)cc3C(=O)N([C@H](C)CO)C[C@H]2C)cc1
  A: -47 | B: . | C: . | D: 0.3

12	C[C@@H]1CN([C@H](C)CO)S(=O)(=O)c2ccc(-c3ccccc3F)cc2O[C@@H]1CN(C)S(C)(=O)=O
  A: 19 | B: -1 | C: 33 | D: -1.7

13	CCC(=O)N1CC2(CN(Cc3ccncc3)C2)c2c(n(C)c3cc(OC)ccc23)[C@H]1CO
  A: -16 | B: -1 | C: . | D: 1.4

14	C[C@H]1CN([C@@H](C)CO)C(=O)c2cc(C#CCN(C)C)cnc2O[C@@H]1CN(C)Cc1ccc(C(=O)O)cc1
  A: 26 | B: 2 | C: -2 | D: 2.7

15	Cc1ccc(S(=O)(=O)N(C)C[C@@H]2OCCCC[C@@H](C)Oc3ccc(NC(=O)Nc4ccc(F)cc4)cc3C(=O)N([C@H](C)CO)C[C@H]2C)cc1
  A: -79 | B: . | C: 114* | D: -1.4

Five compounds drawn at random from the list so far:
Abbreviations – A = Pf Dd2 growth; B = C diff HTS; C = T cruzi growth; D = KDM4C inh
9	C[C@H](NC(=O)C[C@@H]1CC[C@@H]2[C@@H](COc3ccc(NC(=O)C4CCOCC4)cc3C(=O)N2C)O1)c1ccccc1
  A: 12 | B: -4 | C: 13 | D: -3.9

12	C[C@@H]1CN([C@H](C)CO)S(=O)(=O)c2ccc(-c3ccccc3F)cc2O[C@@H]1CN(C)S(C)(=O)=O
  A: 19 | B: -1 | C: 33 | D: -1.7

4	C[C@H]1CN([C@@H](C)CO)C(=O)c2cc(NC(=O)CCN3CCOCC3)ccc2O[C@@H]1CN(C)C
  A: -4 | B: 0 | C: . | D: 0.8

11	COc1ccc(CN(C)C[C@@H]2OCCCC[C@H](C)Oc3ccc(NS(=O)(=O)c4ccc(C)cc4)cc3C(=O)N([C@H](C)CO)C[C@H]2C)cc1
  A: -47 | B: . | C: . | D: 0.3

2	COc1ccc(-c2cn(CC[C@@H]3CC[C@H](NC(=O)NC(C)C)[C@H](CO)O3)nn2)cc1
  A: 19 | B: -1 | C: -2 | D: 0.3

Later entries:
Abbreviations – A = Pf Dd2 growth; B = C diff HTS; C = T cruzi growth; D = KDM4C inh
16	O=C(C[C@@H]1C[C@H]2c3cc(NC(=O)c4ccc5c(c4)OCO5)ccc3O[C@H]2[C@@H](CO)O1)NCCc1ccccc1
  A: -5 | B: . | C: 7 | D: 5.3

17	C[C@H](O)C#Cc1cnc2c(c1)C(=O)N([C@H](C)CO)C[C@H](C)[C@@H](CN(C)C(=O)c1ccc(F)cc1)O2
  A: 26 | B: 2 | C: . | D: 0.7

18	COc1ccc(S(=O)(=O)N(C)C[C@H]2OCCCC[C@H](C)Oc3ccc(NC(=O)CCC(F)(F)F)cc3C(=O)N([C@@H](C)CO)C[C@@H]2C)cc1
  A: -56 | B: -3 | C: 80 | D: -1.1

19	C[C@H](CO)N1C[C@H](C)[C@@H](CN(C)Cc2ccc(-c3ccccc3)cc2)OCc2cn(nn2)CCCC1=O
  A: -1 | B: 3 | C: -53 | D: 1.0

20	Cc1ccc(S(=O)(=O)N(C)C[C@H]2OCCCC[C@H](C)Oc3ccc(NS(C)(=O)=O)cc3C(=O)N([C@H](C)CO)C[C@@H]2C)cc1
  A: -19 | B: -4 | C: 42 | D: 0.3

21	C[C@@H]1CN([C@@H](C)CO)C(=O)c2c(c3ccccc3n2C)-c2ccccc2CO[C@H]1CN(C)C(=O)Nc1ccc(F)cc1
  A: -64 | B: 19 | C: 20 | D: -0.6

22	CCC(=O)N(C)C[C@@H]1Oc2ncc(C#Cc3ccccc3OC)cc2C(=O)N([C@@H](C)CO)C[C@@H]1C
  A: 6 | B: 1 | C: 52 | D: -2.7

23	C[C@@H]1CN([C@H](C)CO)C(=O)c2cc(NC(=O)CCC(F)(F)F)ccc2O[C@@H]1CN(C)Cc1ccc(-c2ccccc2)cc1
  A: 10 | B: -8 | C: 117 | D: -0.4

24	O=C(Nc1ccc(Cl)cc1)N1C[C@@H]2[C@H](c3ccccc31)[C@@H](CO)N2C(=O)C1CC1
  A: 26 | B: 7 | C: 14 | D: -1.3

25	CNC[C@@H]1Oc2cc(C#CC3(O)CCCC3)ccc2S(=O)(=O)N([C@@H](C)CO)C[C@H]1C
  A: -4 | B: -1 | C: -31 | D: -1.2

26	COc1ccc(NC(=O)N2CC[C@@H]3[C@@H](CO)N(C)c4ccc(-c5cccc(C(=O)N(C)C)c5)cc4[C@@H]32)cc1
  A: -19 | B: -6 | C: 22 | D: 1.9

27	O=C(C1CC1)N1CC2(C1)[C@H](c1ccccc1)[C@@H](CO)N2Cc1ccccc1F
  A: -60 | B: -7 | C: . | D: -3.6

28	Cc1noc(C)c1NC(=O)Nc1ccc2c(c1)C(=O)N([C@H](C)CO)C[C@@H](C)[C@@H](CN(C)Cc1ccc(C(=O)O)cc1)O2
  A: 18 | B: . | C: -9 | D: 4.6

29	Cc1noc(C)c1S(=O)(=O)N(C)C[C@@H]1OCc2cn(nn2)CCCC(=O)N([C@@H](C)CO)C[C@@H]1C
  A: -2 | B: . | C: 6 | D: 0.7

30	CCC(=O)N1CC2(C1)CN(C(=O)CN1CCOCC1)[C@H](CO)c1c2c2ccc(OC)cc2n1C
  A: 46 | B: 0 | C: . | D: -0.2

Complete entries from above.
COc1ccc(S(=O)(=O)N(C)C[C@H]2OCCCC[C@H](C)Oc3ccc(NC(=O)CCC(F)(F)F)cc3C(=O)N([C@@H](C)CO)C[C@@H]2C)cc1 is entered as Pf Dd2 growth: -56; C diff HTS: -3; T cruzi growth: 80; KDM4C inh: -1.1
C[C@H](O)C#Cc1cnc2c(c1)C(=O)N([C@H](C)CO)C[C@H](C)[C@@H](CN(C)C(=O)c1ccc(F)cc1)O2 is entered as Pf Dd2 growth: 26; C diff HTS: 2; T cruzi growth: .; KDM4C inh: 0.7

Continuation.
Abbreviations – A = Pf Dd2 growth; B = C diff HTS; C = T cruzi growth; D = KDM4C inh
31	N#C[C@@H]1[C@@H](c2ccc(-c3ccncc3)cc2)[C@@H](CO)N1C(=O)Cc1ccccc1
  A: -53 | B: -3 | C: ? | D: 0.0

32	CC(C)NC(=O)N1[C@@H](C#N)[C@@H](c2ccc(-c3ccc(F)cc3)cc2)[C@@H]1CO
  A: 17 | B: -6 | C: 38 | D: -0.6

33	CCNC(=O)[C@H]1[C@H](CO)[C@H]2Cn3c(ccc(-c4ccccc4)c3=O)[C@H]2N1Cc1ccc2c(c1)OCO2
  A: -10 | B: 1 | C: 77 | D: 0.0

34	O=C(C[C@@H]1CC[C@H](NC(=O)Nc2cc(F)ccc2F)[C@@H](CO)O1)NCc1ccncn1
  A: 12 | B: 19 | C: -47 | D: -0.3

35	C[C@H](CO)N1C[C@H](C)[C@H](CN(C)C(=O)Cc2cccnc2)Oc2cc(-c3cncnc3)ccc2S1(=O)=O
  A: 27 | B: -1 | C: -55 | D: -0.9

36	C[C@H]1CN([C@@H](C)CO)C(=O)Cc2cc(NC(=O)C3CC3)ccc2O[C@H]1CN(C)Cc1ccc(Oc2ccccc2)cc1
  A: 4 | B: 1 | C: 79 | D: 5.9

37	C[C@H](CO)N1C[C@H](C)[C@H](CN(C)Cc2ccccc2)Oc2ccc(NC(=O)Nc3ccc(F)cc3)cc2CC1=O
  A: -20 | B: -7 | C: -35 | D: 0.6

38	O=S(=O)(c1ccccc1F)N1CC[C@@H]2[C@@H](CO)Nc3ccc(-c4ccc(F)cc4)cc3[C@@H]21
  A: -20 | B: 1 | C: 88 | D: -1.1

39	O=C(NCC[C@@H]1CC[C@H](NS(=O)(=O)c2cccc(F)c2)[C@H](CO)O1)C1CC1
  A: 14 | B: . | C: -59 | D: -1.7

40	C[C@@H]1CN([C@@H](C)CO)C(=O)c2cc(NC(=O)Nc3ccc(F)cc3)ccc2O[C@@H](C)CCCCO[C@H]1CN(C)Cc1ccccc1
  A: -63 | B: 1 | C: 92 | D: -0.3

41	CC(C)NC(=O)N(C)C[C@H]1Oc2ncc(C#CC3CC3)cc2C(=O)N([C@@H](C)CO)C[C@H]1C
  A: -29 | B: 1 | C: . | D: 0.8

42	CO[C@H]1CN(C)C(=O)c2cc(NS(C)(=O)=O)ccc2OC[C@H](C)N(Cc2ccccc2)C[C@@H]1C
  A: -22 | B: . | C: 6 | D: 2.3

43	C[C@H]1CN([C@@H](C)CO)C(=O)c2cc(NS(C)(=O)=O)ccc2O[C@H]1CN(C)Cc1ccc(C(=O)Nc2ccccc2N)cc1
  A: 7 | B: -1 | C: 51 | D: -2.5

44	CC(C)CC#Cc1ccc2c(c1)O[C@H](CN(C)Cc1ccccn1)[C@H](C)CN([C@H](C)CO)S2(=O)=O
  A: -64 | B: . | C: 115* | D: 2.3

45	COCC#Cc1ccc2c(c1)O[C@@H](CN(C)Cc1ccc3c(c1)OCO3)[C@H](C)CN([C@H](C)CO)S2(=O)=O
  A: -67 | B: -5 | C: . | D: 1.1

46	C[C@@H]1CN([C@@H](C)CO)C(=O)Cc2cc(NS(=O)(=O)c3ccc(F)cc3)ccc2O[C@@H]1CN(C)Cc1ccccc1
  A: -20 | B: -10 | C: 94 | D: 0.6

47	C[C@H](CO)N1C[C@H](C)[C@@H](CN(C)Cc2cccc(F)c2)Oc2ncc(C#CCc3ccccc3)cc2C1=O
  A: -58 | B: . | C: 62 | D: -0.2

48	C[C@H](CO)N1C[C@H](C)[C@@H](CN(C)Cc2ccncc2)OCCCC[C@H](C)Oc2ccc(NC(=O)CCCN(C)C)cc2C1=O
  A: 61&1 | B: 1 | C: 76&-14 | D: 4.1

49	C[C@@H]1CN([C@H](C)CO)S(=O)(=O)c2ccc(C#CCN(C)C)cc2O[C@@H]1CN(C)Cc1ccncc1
  A: 6 | B: -2 | C: 25 | D: 5.3

50	C[C@@H]1CN([C@H](C)CO)C(=O)c2cc(NC(=O)Cc3cn(C)c4ccccc34)ccc2O[C@@H]1CN(C)Cc1ccccc1
  A: -13 | B: -7 | C: 20 | D: -1.6

51	C[C@H](CO)N1C[C@H](C)[C@H](CN(C)C(=O)NC2CCCCC2)OCCCC[C@H](C)Oc2ccc(NC(=O)Nc3cccc4ccccc34)cc2C1=O
  A: -21 | B: -3 | C: 94 | D: -4.4

52	COc1ccccc1CN1CC[C@@H]2[C@H]1c1cc(-c3ccc(C(=O)N(C)C)cc3)ccc1N[C@@H]2CO
  A: -57 | B: -13 | C: 58 | D: 0.5

53	O=C(Cc1ccccn1)NCC[C@H]1CC[C@@H](NS(=O)(=O)c2ccccc2)[C@@H](CO)O1
  A: 2 | B: 5 | C: 34 | D: 1.8

54	C[C@H](CO)N1C[C@H](C)[C@H](CN(C)S(=O)(=O)c2ccc(Cl)cc2)Oc2c(NS(=O)(=O)c3ccc(Cl)cc3)cccc2C1=O
  A: -24 | B: 65 | C: 20 | D: -0.3
